Screening results from PubChem.
SIAH1 antagonists: Siah-1 peptide-binding antagonists, primary screen, biochemical, fluorescence polarization, rhodamine-plectin, uHTS (AID 1817). displacement, % at 20 µM; hits with a dose series show IC50 in µM. Siah-1 / rhodamine-plectin peptide fluorescence polarization; higher % means a stronger effect. actives 0.02% (n = 290,000);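 active means displacement of at least 50% at 20 µM, with a fluorescence ratio check between 0.3 and a set limit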;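 further: plate controls were Siah plus tracer with DMSO for no effect and tracer alone without Siah for full effect; strong numbers were not always called active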
NS5 inhibitors: flavivirus cap methylation enzyme inhibition – biochemical, confirmation dose response, primary screen (AID 588689); Dengue-2 NS5 methyltransferase capping enzyme assay, biochemical; higher % means a stronger effect; inhibition, % at 25 µM; hits with a dose series show IC50 in µM; actives 0.3% (n = 340,000); in the data active means a potency from the dose series; inconclusive means inhibition above about 29% without an active follow-up result
SV40 large T antigen: SV40 large T antigen inhibitors, biochemical (AID 1903); SV40 large T antigen ATPase/helicase inhibition assay; higher % means a stronger effect; inhibition, % at 20 µM, or IC50 in µM where a hit was titrated; actives 0.39% (n = 310,000); in the data active means a potency from the dose series; inconclusive means inhibition mostly from about 32% at the one dose, without a potency; inactive means the rest, 99 in 100 with inhibition below about 32%; further: strong numbers were not always called active
RSV CPE inhibition: inhibition of RSV-induced cytopathic effect – HEp-2 cells, primary 10 µM value included (AID 2391). HEp-2 cells, RSV-induced CPE inhibition; higher % means a stronger effect. CPE inhibition, % at 10 µM, or IC50 in µM where a hit was titrated. actives 0.13% (n = 310,000); in the data active means a potency from the dose series; inconclusive means CPE inhibition mostly from about 23% at the one dose, without a potency; inactive means the rest, 99 in 100 with CPE inhibition below about 21%; further: strong numbers were not always called active
LYP phosphatase: PTPN22 lymphoid phosphatase activity blockers – biochemical, fluorescence intensity, uHTS (AID 1779). inhibition, % at 11.5 µM; hits with a dose series show IC50 in µM. recombinant LYP phosphatase, fluorescence intensity; higher % means a stronger effect. actives 0.054% (n = 290,000); in the data active means inhibition above about 50%;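 further: plate controls were vehicle with enzyme for no effect and no enzyme for full effect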
Rac1 GTP hydrolysis: MgcRacGAP GTPase-activating activity inhibitors, confirmation, biochemical, ADP Hunter fluorescence | inhibition, % at 30 µM, or IC50 in µM where a hit was titrated | actives 0.6% (n = 340,000) | MgcRacGAP-stimulated Rac1 GTP hydrolysis, ADP Hunter fluorescence; higher % means a stronger effect; GST-tagged Rac1 F28L mutant substrate | AID 624330;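 active means first-screen hits whose inhibition reached a set limit at any dose in the follow-up dose series; inconclusive means inhibition above the set first-screen limit but never retested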;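 further: fluorescence reports GDP produced by GAP-driven GTP hydrolysis; strong numbers were not always called active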
XIAP displacement: XIAP antagonists, biochemical, IAP family, fluorescence polarization (AID 1018) | XIAP BIR domain, fluorescence polarization peptide displacement; higher % means a stronger effect | displacement, % at 20 µM; hits with a dose series show IC50 in µM | actives 0.007% (n = 200,000); in the data active means displacement above about 50%; further: a part of the inactive calls stands beside numbers as strong as those of hits
HIV fusion peptide: cell-free HIV fusion peptide-binding blockers – biochemical, uHTS, fluorescence dequenching, primary screen (AID 1986) | cell-free peptide binding, fluorescence dequenching, 30 min; higher % means a stronger effect | inhibition, % at 20 µM; hits with a dose series show IC50 in µM | actives 0.3% (n = 290,000); in the data active means inhibition mostly above about 52%, no sharp cut-off; inactive means mostly below about 76%; further: some results filed as inactive read as strong as hits
AID2073: inhibitors of Mint1-CaV2.2 protein interaction, biochemical, HTRF (AID 2073); HTRF protein-protein interaction, Mint1-CaV2.2; higher % means a stronger effect; inhibition, % at 20 µM; hits with a dose series show IC50 in µM; actives 0.19% (n = 290,000); in the data active means inhibition mostly above about 51%, no sharp cut-off; inconclusive means no clear call, values can overlap the other calls; inactive means mostly below about 53%; further: some results filed as inactive read as strong as hits
NS5 inhibitors pilot replicate: recorded beside NS5 inhibitors, whose call it bears; inhibition, %; measured here: pilot screen replicate inhibition
* hit, by the source's call; u = inconclusive; x = no result given.

SMILES	SIAH1 antagonists	NS5 inhibitors	SV40 large T antigen	RSV CPE inhibition	LYP phosphatase	Rac1 GTP hydrolysis	XIAP displacement	HIV fusion peptide	AID2073	others
CCOC(=O)N1CCN(C(=O)CN(C2CCCCC2)S(=O)(=O)c2ccc(Cl)cc2)CC1	3%	-11%	2%	-1.1%	4%	-3%	-3.1%	-1.0%	-6%
Brc1cccc(Cn2c(-c3cncs3)nc3ccccc32)c1	2%	0%	12%	5.0%	4%	1%	-3.5%	-2.5%	29%
CCc1c(C)c2ccc(O)c(CN3CCCC3)c2oc1=O	3%	-11%	5%	1.4%	-40%	2%	x	-2.3%	42%
CCOC(=O)C1CCN(S(=O)(=O)c2cc(Br)cc3c2N(C(=O)C2CC2)CC3)CC1	-1%	-2%	-1%	1.0%	-1%	5%	-8.4%	-1.0%	5%
COc1cc(-c2nc3cnccn3c2Nc2ccc(C(C)C)cc2)ccc1O	2%	-8%	9%	3.5%	-3%	22%	-4.6%	1.0%	1%
COc1ccc(-c2ccc(CCC(=O)O)n2-c2ccccc2O)cc1	-11%	5%	19%	-2.4%	-2%	13%	x	1.0%	8%
Cc1cc(NS(=O)(=O)c2ccc(NC(=O)CCCC(=O)O)cc2)nc(C)n1	-1%	3%	0%	-0.8%	-7%	7%	-8.9%	-0.6%	5%
COC(=O)CC(NS(=O)(=O)c1cccs1)c1ccccc1Cl (stereo not drawn)	1%	4%	1%	1.8%	-2%	4%	-7.0%	-2.6%	9%
COc1ccc(/C=C2\Oc3cc(OC(=O)N4CCOCC4)ccc3C2=O)cc1	13%	-1%	5%	2.1%	-9%	5%	x	-1.0%	-6%
O=S(=O)(NC1CCCCCCC1)c1ccccc1	5%	-8%	8%	5.8%	-4%	-6%	x	1.1%	-3%
COc1ccc(NC(=O)Cn2nc(C(F)(F)F)c3c2CCCC3)c(OC)c1	1%	-9%	5%	1.6%	-7%	2%	2.5%	-0.8%	-2%
COc1ccc(Cl)cc1NC(=O)CSc1nc(N2CCOCC2)nc(N2CCOCC2)n1	5%	3%	10%	6.4%	-4%	8%	x	1.9%	6%
COc1ccc(NC(=O)NCc2ccc3c(c2)OCO3)c(OC)c1	0%	-3%	33%	1.4%	-4%	6%	x	-0.4%	1%
COc1ccccc1NC(=O)Nc1nc(CC(=O)NCc2cccnc2)cs1	x	-3%	26%	-1.4%	x	4%	x	x	x
O=C(NC(=S)NCc1ccccc1)c1cccnc1	1%	x	5%	-1.0%	-3%	3%	0.2%	-1.5%	-8%
O=C(CSc1nc(C(F)(F)F)cc(=O)[nH]1)NCc1ccc2c(c1)OCO2	x	3%	20%	-0.8%	x	3%	x	x	x
Cc1ccnc(NC(=O)/C=C/c2cccs2)c1	0%	3%	-6%	5.3%	3%	-8%	-4.7%	1.8%	0%
CCCc1cc(=O)n2[nH]c(NC(=O)c3ccco3)nc2n1	4%	-2%	13%	2.6%	-9%	5%	x	0.1%	-3%
CC(=O)N1CCC(=NNS(=O)(=O)c2cccc([N+](=O)[O-])c2)CC1	2%	0%	9%	x	1%	1%	-2.7%	1.0%	-6%
O=C(Nc1ccnn1C1CCN(Cc2ccccc2OC(F)F)CC1)c1cccnc1	0%	29%	1%	-0.8%	-17%	7%	x	0.0%	4%
CCC(=O)N(Cc1ccc(C)cc1)Cc1cc2cc3c(cc2[nH]c1=O)OCO3	-4%	1%	5%	-0.9%	-1%	-4%	-3.8%	0.9%	8%
O=C(NC1CCCC1)c1c[nH]c2ccc(F)cc2c1=O	2%	-3%	4%	6.7%	-1%	3%	-0.2%	0.4%	-4%
O=C1OCCN1CC(=O)N1CCc2c([nH]c3ccccc23)C1c1ccccn1 (stereo not drawn)	14%	-6%	x	2.1%	-2%	0%	-2.3%	0.7%	17%
COc1ccc(C(=O)NC(NC(=O)c2ccc(OC)c(OC)c2)c2ccccc2F)cc1OC	1%	-4%	3%	0.0%	-5%	13%	-8.9%	9.0%	19%
CC(NC(=O)c1ccccc1[N+](=O)[O-])C1CC2CCC1C2 (stereo not drawn)	-4%	-2%	16%	0.7%	-5%	-1%	x	2.3%	u

3 entries picked at random from the list so far, as already listed:
SMILES	SIAH1 antagonists	NS5 inhibitors	SV40 large T antigen	RSV CPE inhibition	LYP phosphatase	Rac1 GTP hydrolysis	XIAP displacement	HIV fusion peptide	AID2073	others
CCC(=O)N(Cc1ccc(C)cc1)Cc1cc2cc3c(cc2[nH]c1=O)OCO3	-4%	1%	5%	-0.9%	-1%	-4%	-3.8%	0.9%	8%
Cc1cc(NS(=O)(=O)c2ccc(NC(=O)CCCC(=O)O)cc2)nc(C)n1	-1%	3%	0%	-0.8%	-7%	7%	-8.9%	-0.6%	5%
Cc1ccnc(NC(=O)/C=C/c2cccs2)c1	0%	3%	-6%	5.3%	3%	-8%	-4.7%	1.8%	0%

Among those listed so far, these have a nitro group on carbon:
SMILES	SIAH1 antagonists	NS5 inhibitors	SV40 large T antigen	RSV CPE inhibition	LYP phosphatase	Rac1 GTP hydrolysis	XIAP displacement	HIV fusion peptide	AID2073	others
CC(=O)N1CCC(=NNS(=O)(=O)c2cccc([N+](=O)[O-])c2)CC1	2%	0%	9%	x	1%	1%	-2.7%	1.0%	-6%
CC(NC(=O)c1ccccc1[N+](=O)[O-])C1CC2CCC1C2 (stereo not drawn)	-4%	-2%	16%	0.7%	-5%	-1%	x	2.3%	u

2 neighbouring entries from above, quoted:
SMILES	SIAH1 antagonists	NS5 inhibitors	SV40 large T antigen	RSV CPE inhibition	LYP phosphatase	Rac1 GTP hydrolysis	XIAP displacement	HIV fusion peptide	AID2073	others
COc1ccc(Cl)cc1NC(=O)CSc1nc(N2CCOCC2)nc(N2CCOCC2)n1	5%	3%	10%	6.4%	-4%	8%	x	1.9%	6%
COc1ccc(NC(=O)NCc2ccc3c(c2)OCO3)c(OC)c1	0%	-3%	33%	1.4%	-4%	6%	x	-0.4%	1%

Additional compounds follow:
SMILES	SIAH1 antagonists	NS5 inhibitors	SV40 large T antigen	RSV CPE inhibition	LYP phosphatase	Rac1 GTP hydrolysis	XIAP displacement	HIV fusion peptide	AID2073	others
Cc1ccc(S(=O)(=O)CCc2nc3ccccc3[nH]2)cc1C	-4%	-9%	3%	3.9%	-5%	2%	-9.5%	-1.2%	12%
O=C(NNC(=S)NC(=O)c1cccnc1)c1ccc(Cl)cc1	-2%	-11%	20%	-1.2%	-4%	6%	-1.2%	9.2%	-30%
O=C(CN1C(=O)S/C(=C\c2ccccc2Cl)C1=O)NC1C=CS(=O)(=O)C1 (stereo not drawn)	10%	-19%	-5%	1.7%	-6%	8%	x	-1.9%	-6%
O=C(CSc1nc(O)cc(=O)n1-c1ccccc1)Nc1ccc(Br)cn1	4%	-9%	-2%	0.5%	-1%	-2%	-4.4%	6.6%	4%
COc1ccccc1NS(=O)(=O)c1ccc2c(c1)CCN2C(=O)CCC(=O)O	-2%	1%	4%	-0.2%	-6%	10%	x	-0.5%	17%
Cc1ccc(C(C(=O)NCC2CCCO2)N(Cc2ccccc2)C(=O)c2ccc(-c3ccccc3)[nH]2)o1 (stereo not drawn)	0%	-6%	1%	13%	1%	5%	-1.0%	1.5%	10%
Cn1c(/C(C#N)=C2/CCCCCN2)nc2ccccc21	5%	-2%	1%	2.7%	2%	6%	3.1%	-0.3%	6%
O=C(Nc1cccc2ccccc12)/C(Cl)=C/c1ccccc1	0%	-1%	-3%	6.5%	-2%	6%	-7.1%	-1.3%	-3%
O=C(NCC(c1ccco1)N1CCN(c2ccccc2)CC1)c1ccc2c(c1)OCO2 (stereo not drawn)	10%	-6%	8%	0.3%	-5%	15%	-3.9%	-0.9%	-2%
CC(C)(C)OC(=O)[C@H](CCCCN)NC(=O)c1nc[nH]c1C(=O)NCCCCCN	x	-2%	20%	0.2%	x	11%	x	x	x
O=C1CC(c2ccc3c(c2)OCO3)c2cc3c(cc2N1)OCO3 (stereo not drawn)	-1%	-3%	23%	-0.6%	-7%	12%	-3.0%	-2.3%	24%
O=S(=O)(c1ccc(C2CCCCC2)cc1)N1CCCC1	2%	-4%	-1%	3.8%	-3%	7%	-3.8%	-0.2%	0%
COc1cccc(-c2nnc(SCC(=O)Nc3ccc(OC)c(OC)c3)n2N)c1	2%	2%	1%	0.1%	-1%	0%	-3.4%	-3.0%	-4%	NS5 inhibitors pilot replicate=4.3
Cn1c(=O)c2c(nc(NCCc3ccccc3)n2CC(=O)NCCc2ccccc2)n(C)c1=O	10%	-3%	3%	0.6%	1%	-1%	-2.8%	0.5%	7%
COc1ccccc1N(Cc1ccccc1)S(=O)(=O)c1cccc(C(=O)Nc2ccc(C)cn2)c1	x	-3%	8%	41%	x	3%	x	x	x
Nc1cc(S(=O)(=O)c2ccc(O)c(N)c2)ccc1O	0%	10%	21µM*	0.8%	-6%	u	x	1.8%	19%
O=c1[nH]ncc(N/N=C\c2cccs2)c1Cl	5%	-1%	5%	-2.3%	2%	14%	-3.1%	-1.7%	0%
Nc1nonc1-c1noc(-c2ccccc2Br)n1	7%	-1%	13%	-3.0%	-2%	3%	-2.6%	2.1%	11%
Fc1ccc(-n2nnc(-c3ccccc3Br)n2)cc1	-7%	7%	1%	1.8%	-11%	9%	x	-1.1%	2%
CCCOc1ccc2ccccc2c1/C=N/n1cnnc1	1%	-6%	1%	4.2%	2%	19%	2.7%	0.6%	3%
O=C1[C@@H]2C(c3ccccc3Cl)=NO[C@@H]2C(=O)N1Cc1ccccc1	-5%	-7%	9%	1.0%	5%	4%	-28%	0.7%	-1%
Cc1ccc(C)n1-c1ccc(C(=O)NCc2ccncc2)cc1	-1%	-14%	8%	-0.6%	-7%	-5%	-6.8%	-0.1%	-6%
O=C(CN1CCC2(CC1)OCCO2)c1c[nH]c2ccccc12	-1%	x	1%	-0.2%	2%	x	-0.6%	2.1%	-5%
COc1ccccc1OCC(=O)NNC(=O)CCCC(=O)NNC(=O)COc1ccccc1OC	2%	-6%	10%	1.4%	-9%	3%	x	-2.8%	6%
Cc1c(C2OC(=O)C3(CCCCC3)C(=O)C2(C)C)c(=O)n(-c2ccccc2)n1C (stereo not drawn)	-7%	0%	5%	-0.1%	-8%	7%	-0.1%	-2.6%	1%
COc1ccc(C(=O)NCc2nnc(SCC(=O)NC3=NCCS3)n2C)cc1	0%	2%	17%	1.7%	-6%	2%	x	-1.2%	11%
COc1ccc(C)cc1NC(=O)C(OC(=O)CNC(=O)c1cc(C)cc(C)c1)c1ccccc1 (stereo not drawn)	-2%	2%	11%	2.2%	-1%	8%	-0.7%	-0.1%	0%
